Compound activity (PubChem)
Vif inh: blocks HIV Vif function. HEK293T cells, Vif self-association by quenched fluorescence, imaging, 24 h. 0.35% of 340,000 active. inhibition, % at 7.49 µM. AID 602346; in the data active = inhibition above about 50%, passing the limit was not always enough; also: some results filed as inactive read as strong as hits
m5-HT2A agonist: agonists of mouse serotonin 5-HT2A receptor (HTR2A). CHO-K1 mHTR2A beta-arrestin complementation, luminescence; percent of 30 µM serotonin response. activation, % at 7.6 µM. 0.66% of 360,000 active;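 active = activation above a run cutoff, the mean activation of all tested compounds plus 3 SD, cut at about 14% in these data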;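 also: 0% = plate median of compound wells and 100% = 30 µM serotonin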
ABCB6 inh MLPCN: human ABCB6 transporter inhibition; Q9NP58; K562-ABCB6 porphyrin accumulation, flow cytometry, 1 h; hits give low values; fluorescence ratio to DMSO, % at 10 µM; 0.19% of 360,000 active; AID 602162;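 active = fluorescence ratio to DMSO below 75%, the collection mean minus 3 SD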;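 also: signal is porphyrin accumulated inside mitochondria; 100% equals median channel fluorescence of DMSO control wells; lower ratio means ABCB6 inhibition with less porphyrin fluorescence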
Target sequence (Q9NP58 whole entry, looked up): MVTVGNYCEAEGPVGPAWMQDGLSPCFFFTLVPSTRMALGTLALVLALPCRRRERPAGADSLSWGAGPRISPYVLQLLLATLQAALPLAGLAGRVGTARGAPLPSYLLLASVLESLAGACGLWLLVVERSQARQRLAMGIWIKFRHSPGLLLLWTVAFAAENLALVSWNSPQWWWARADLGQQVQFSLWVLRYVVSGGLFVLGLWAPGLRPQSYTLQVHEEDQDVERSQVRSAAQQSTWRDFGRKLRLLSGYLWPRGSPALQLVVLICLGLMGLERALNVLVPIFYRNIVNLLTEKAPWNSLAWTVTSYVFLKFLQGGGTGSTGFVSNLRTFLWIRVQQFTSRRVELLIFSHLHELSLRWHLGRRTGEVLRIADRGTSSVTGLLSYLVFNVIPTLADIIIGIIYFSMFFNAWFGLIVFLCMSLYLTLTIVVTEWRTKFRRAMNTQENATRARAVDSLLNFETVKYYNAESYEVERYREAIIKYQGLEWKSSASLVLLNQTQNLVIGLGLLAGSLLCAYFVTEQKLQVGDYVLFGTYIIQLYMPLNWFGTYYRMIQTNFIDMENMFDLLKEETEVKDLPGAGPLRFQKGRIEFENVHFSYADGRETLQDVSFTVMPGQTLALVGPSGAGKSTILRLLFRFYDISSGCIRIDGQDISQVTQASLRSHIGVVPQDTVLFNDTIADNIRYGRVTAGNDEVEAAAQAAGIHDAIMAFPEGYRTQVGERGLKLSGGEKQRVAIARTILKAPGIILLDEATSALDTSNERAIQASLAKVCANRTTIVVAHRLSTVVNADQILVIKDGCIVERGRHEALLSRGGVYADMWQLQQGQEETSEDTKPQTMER
hiPSC survival: increases survival of single human iPS cells | hiPSC single-cell survival, ATPlite luminescence; 100% = ROCK inhibitor wells, 0% = DMSO | 0.044% of 360,000 active | AID 602274 | survival enhancement, % at 20 µM; in the data active = survival enhancement above about 18%;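 also: cells exposed to compounds for 16 hours before the ATP read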
PDI turbidity: blocks human protein disulfide isomerase activity; PDI insulin aggregation turbidity, A650, 90 min; inhibition, % at 10 µM; 0.052% of 350,000 active; AID 588391;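 active = mean inhibition across replicates of 30% or more, whatever share of single replicates reach that level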;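 also: absorbance from insulin aggregation driven by PDI reduction with DTT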
Granule exo inh: blocks lytic granule exocytosis; TALL-104 LAMP-1 surface exposure, flow cytometry; cells stimulated with thapsigargin and PMA; inhibition, % at 10 µM; 0.66% of 360,000 active; AID 651702;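 active = inhibition above about 55%, limit read from the data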
H9c2 protect: protects H9c2 cardiomyocytes from peroxide injury. H2O2 injury protection, ATPLite, 2 h. protection from H2O2 cell death, % at 20 µM. 0.63% of 360,000 active. AID 588492;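 active = compounds giving at least 50% protection of heart cells from peroxide-induced death in the single-dose screen, raw or plate-pattern-corrected value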;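 also: 0% = DMSO wells with peroxide and 100% = DMSO wells without peroxide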
aDG glyco up: alpha-DG glycosylation activation. Pro5-aDG cells, alpha-DG glycosylation AlphaScreen (IIH6); 0% Pro5, 100% B10-LARGE cell signal. activation, % at 10 µM. 0.22% of 360,000 active;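 active = activation of at least 8% versus controls, or a plate z-score of at least 8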;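 also: Pro5 are CHO cells carrying HIG-tagged alpha-DG that lacks glycosylation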
Glyco luc inh: blocks N-linked glycosylation in D54 reporter cells. D54 ERlucT glycosylation luciferase reporter, 24 h; percent of 100 nM tunicamycin response. reporter increase, % at 12.5 µM. 0.23% of 360,000 active. AID 588692;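 active = mean luciferase reporter signal, scaled so untreated is 0 and the glycosylation-blocking control 100, at or above a set limit in every replicate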;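 also: luciferase carries N-glycosylation sites so blocking glycosylation raises the light; 0% = median of neutral control wells and 100% = median of 100 nM tunicamycin wells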
CaV13 ICDI inh: Disruptors of the CACNA1D IQ motif to Ca2+-dependent inactivation inhibitor domain association, primary screening, Förster resonance energy transfer in intact living … | HEK cells, CFP/YFP FRET ICDI-IQ, plate reader, 10 min; percent FRET-ratio fall versus neutral wells | inhibition, % at 12.3 µM | 0.098% of 340,000 active;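 active = mean replicate inhibition of at least 30% and at least 1% of replicates passing that level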;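 also: 0% = median of the neutral control wells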
* marks the source's active call; other numbers are inactive results; . = no result given; & = joins results of further samples.

Structure	Vif inh	m5-HT2A agonist	ABCB6 inh MLPCN	hiPSC survival	PDI turbidity	Granule exo inh	H9c2 protect	aDG glyco up	Glyco luc inh	CaV13 ICDI inh
Cc1ccc2cccc(NC(=S)NC(=O)c3ccn(C)n3)c2n1	.	-4	95	0.8	3	-2	27	0.3	2	.
CCCN1CCC(=O)N([C@H](CSc2ccccc2)CC(C)C)CC1	-4	-6	101	0.1	4	1	-12	0.0	0	-5
CC1(C)S[C@@H]2[C@H](NC(=O)Cc3ccccc3)C(=O)N2[C@H]1C(=O)O	-3	6&-5	102&101	1.0&0.4	0&-4	8&-3	12&-3	0.5&0.0	-1&1	-6&-2
Cc1cc(C)c2nc(N3CCC(C(=O)NCCCN4CCCCC4)CC3)sc2c1	13	-6	100	-3.9	3	0	1	3.3	-2	-3
CCOCCCNC(=O)C1(O)c2cc(Br)ccc2NC(=O)N1c1cccc(OC)c1 (stereo not given)	-9	2	96	-0.4	-3	-3	2	-0.1	0	-2
COc1ccc(C(CNC(=O)c2cccn2C)N2CCOCC2)cc1 (stereo not given)	-6	4	96	-0.6	-3	8	0	0.0	1	-3
CCOC(=O)N1CCN(C(=O)C(C)NC(=O)c2ccco2)CC1 (stereo not given)	9	1	93	0.9	8	-24	-5	-0.1	0	-3
O=C(Nc1ccc(C(=O)O)cc1)Nc1ccc([N+](=O)[O-])cc1	9	0	99	-0.7	9	-2	3	-0.1	0	-19
Nn1c(SCC(=O)NC2CCCCC2)nnc1-c1ccccc1F	3	-8	97	-0.1	-4	-2	-2	0.1	1	-17
CCCCN(C(=O)CC1CCCC1)c1c(N)n(Cc2ccccc2)c(=O)[nH]c1=O	6	1	100	-2.2	-1	2	2	-0.3	1	-5
Cc1cc(NC(=O)CSc2nc(N)c(NC(=O)c3ccccc3F)c(=O)[nH]2)no1	-4	8	101	1.1	8	-4	1	-0.2	3	-3
COc1ccc(C2Nc3ccccc3C(=O)N2Cc2ccco2)cc1CN1C(=O)c2ccccc2C1=O (stereo not given)	3&18	0&-2	103&97	-0.2&-0.8	19&0	10&0	2&36	0.7&0.1	1&-2	-2&-9

2 compounds picked at random from those above, as already listed:
Structure	Vif inh	m5-HT2A agonist	ABCB6 inh MLPCN	hiPSC survival	PDI turbidity	Granule exo inh	H9c2 protect	aDG glyco up	Glyco luc inh	CaV13 ICDI inh
Cc1ccc2cccc(NC(=S)NC(=O)c3ccn(C)n3)c2n1	.	-4	95	0.8	3	-2	27	0.3	2	.
CCOC(=O)N1CCN(C(=O)C(C)NC(=O)c2ccco2)CC1 (stereo not given)	9	1	93	0.9	8	-24	-5	-0.1	0	-3

Nothing new here: 8 of the compounds above.
Structure	Vif inh	m5-HT2A agonist	ABCB6 inh MLPCN	hiPSC survival	PDI turbidity	Granule exo inh	H9c2 protect	aDG glyco up	Glyco luc inh	CaV13 ICDI inh
CCOCCCNC(=O)C1(O)c2cc(Br)ccc2NC(=O)N1c1cccc(OC)c1 (stereo not given)	-9	2	96	-0.4	-3	-3	2	-0.1	0	-2
COc1ccc(C(CNC(=O)c2cccn2C)N2CCOCC2)cc1 (stereo not given)	-6	4	96	-0.6	-3	8	0	0.0	1	-3
CCOC(=O)N1CCN(C(=O)C(C)NC(=O)c2ccco2)CC1 (stereo not given)	9	1	93	0.9	8	-24	-5	-0.1	0	-3
O=C(Nc1ccc(C(=O)O)cc1)Nc1ccc([N+](=O)[O-])cc1	9	0	99	-0.7	9	-2	3	-0.1	0	-19
Nn1c(SCC(=O)NC2CCCCC2)nnc1-c1ccccc1F	3	-8	97	-0.1	-4	-2	-2	0.1	1	-17
CCCCN(C(=O)CC1CCCC1)c1c(N)n(Cc2ccccc2)c(=O)[nH]c1=O	6	1	100	-2.2	-1	2	2	-0.3	1	-5
Cc1cc(NC(=O)CSc2nc(N)c(NC(=O)c3ccccc3F)c(=O)[nH]2)no1	-4	8	101	1.1	8	-4	1	-0.2	3	-3
COc1ccc(C2Nc3ccccc3C(=O)N2Cc2ccco2)cc1CN1C(=O)c2ccccc2C1=O (stereo not given)	3&18	0&-2	103&97	-0.2&-0.8	19&0	10&0	2&36	0.7&0.1	1&-2	-2&-9

Remaining list, next part:
Structure	Vif inh	m5-HT2A agonist	ABCB6 inh MLPCN	hiPSC survival	PDI turbidity	Granule exo inh	H9c2 protect	aDG glyco up	Glyco luc inh	CaV13 ICDI inh
CCCc1nc2ccc(C(=O)OC)cn2c1Cc1ccccc1	.	4	115	-1.2	.	2	-1	0.0	0	-5
Cc1ccc(S(=O)(=O)N2CCN(CC(=O)N/N=C\c3ccc(Cl)c([N+](=O)[O-])c3)CC2)cc1	-2	-2	97	-1.1	-5	-2	3	-0.4	-2	-5
CO/N=C(\C)C(Cc1ccc(Cl)nc1)Cc1ccc(Cl)nc1	3	-3	96	-0.5	-3	-4	4	0.1	2	-18
COC(=O)C1=C/C=C\CN(C(c2ccccc2)c2ccccc2)/C=C\1C(=O)OC	-6	7	98	-1.5	7	-4	8	0.0	-4	-7
S=c1[nH]nc2n1CCCN2	-1	-1	97	-0.2	19	0	-1	-0.2	1	-6
CN1CCN(C(=O)/C=C/c2cn(-c3ccccc3)nc2-c2ccc3c(c2)OCCO3)CC1	-1	-5	100	-0.6	-9	5	33	-0.5	0	-6
CNS(=O)(=O)c1cc(OC)ccc1OC	3	0	104	16	-5	-3	3	0.3	1	.
COC(=O)C(/C=N/OCc1ccc([N+](=O)[O-])cc1)NC(=O)c1cccc(Cl)c1 (stereo not given)	7	-6	109	1.7	0	0	5	0.0	1	.
Cc1ccc(C(NC(=O)N2CCOCC2)=C(Cl)Cl)cc1F	-5	2	97	-1.1	1	-2	4	-0.4	14	.
Cc1ccc(F)cc1C(=O)N1CCCCC1c1cc(C(=O)Nc2cccc(C#N)c2)no1 (stereo not given)	-9	-7	100	1.4	-11	-1	5	-0.2	-1	-8
CCOc1ccc(NC(=O)CN(C)C(=O)c2sc3ccccc3c2Cl)cc1OCC	-7	-4	101	-0.3	12	-8	-4	0.0	2	-7
O=C(Nc1ccccc1)c1cc(C2COCCN2C(=O)c2ccccn2)on1 (stereo not given)	0	4	109	6.0	10	-2	6	-0.2	0	-6

Other structures follow:
Structure	Vif inh	m5-HT2A agonist	ABCB6 inh MLPCN	hiPSC survival	PDI turbidity	Granule exo inh	H9c2 protect	aDG glyco up	Glyco luc inh	CaV13 ICDI inh
COc1ccccc1NC(=S)N1CCn2cccc2C1c1cccnc1 (stereo not given)	8	5	91	-0.5	-5	0	2	0.2	7	4
COc1ccc(S(=O)(=O)N2CCOCC2)cc1NC(=O)CN1CCCc2ccccc21	9	-3	99	-0.9	-15	0	-2	-0.2	-6	-6
O=C(NC1CCCC1)C1CCN(C(=O)c2cccc(Cl)c2)CC1	13	4	96	-0.2	5	-3	10	-0.1	-1	-3
CN1CCN(C(=O)N2c3ccccc3CCc3ccccc32)CC1	-2	-7	100	-1.0	1	-4	0	0.4	1	-3
C/C(Cn1nc([N+](=O)[O-])cc1C)=N\NC(=O)COc1ccccc1[N+](=O)[O-]	2	-1	101	-0.1	24	-1	3	-0.2	0	-19
COc1cc(OC)cc(-c2nc3nc(C)c(CCC(=O)NCc4ccco4)c(C)n3n2)c1	7	-1	96	1.1	4	2	24	2.5	0	-5
Cc1ccc(C)c(OCCn2nnc3ccccc32)c1	-5	-1	79	-0.1	0	-2	-6	-0.1	0	-3
CNc1nc(SCC(=O)Nc2ccccc2)nc(N2CCOCC2)n1	.	7	95	0.3	-5	-2	3	-0.1	0	-2
CC1C(=O)N2CCCc3cc(S(=O)(=O)N4CCCCC4)cc1c32 (stereo not given)	1	-6	98	1.1	-11	3	-8	-0.1	3	-7
COc1cccc(OC)c1C(=O)Nc1ccc2c(c1)Cc1ccccc1-2	-12	-4	91	0.4	-6	0	-2	2.3	1	-8
c1ccc(-c2cccc(-c3ccccn3)n2)nc1	3	3	96	-3.3	-3	0	65*	1.4	-13	-8
C[C@@H]1CCCCO[C@H](CN(C)Cc2ccc(C(F)(F)F)cc2)[C@@H](C)CN([C@H](C)CO)C(=O)c2cc(NS(=O)(=O)c3cn(C)cn3)ccc2O1	3	-1	98	2.8	-2	-1	2	-0.2	-1	-9

(further entries)
Structure	Vif inh	m5-HT2A agonist	ABCB6 inh MLPCN	hiPSC survival	PDI turbidity	Granule exo inh	H9c2 protect	aDG glyco up	Glyco luc inh	CaV13 ICDI inh
COC(=O)C1(CCSC)NC(c2ccc(OC)cc2OC)C2C(=O)N(c3cccc(C(C)=O)c3)C(=O)C21 (stereo not given)	-4	3	101	1.1	-15	-2	23	0.1	5	-10
CC1(C)CN=C(N(C(=O)Nc2ccccc2)c2ccccc2F)S1	0	1	99	-0.8	2	-5	4	-0.2	-1	-3
CC1CCc2nc(NC(=O)c3ccc(S(=O)(=O)N4CCCc5ccccc54)cc3)sc2C1 (stereo not given)	-64	-1	97	-1.8	5	1	-9	-0.2	-6	-9
FC(F)(F)c1ccc2c3n(nc2c1)CCN=C3c1ccc(Cl)cc1	-3	-3	96	-2.1	-3	-1	-3	-0.3	1	-12
Cc1nonc1NCn1nnc2ccccc21	1	2	118	-1.6	8	0	10	-0.1	2	-6
CN(Cc1ccccc1)C(=O)Nc1ccc(Cl)cc1	-3	3	96	0.3	4	4	3	0.0	0	-3
CC(=O)NN1CCc2cc3ccc(C)cc3nc21	-11	6	99	-0.2	11	-4	-3	-0.1	1	-2
Clc1nccc(NCc2ccccc2)n1	-3	-3	98	-0.3	8	-4	0	0.1	3	-2
Cc1cc(=S)cc(C)n1CCCO	3	2	101	1.6	-2	-1	-2	-0.2	2	-5
CCOC(=O)c1ccc(NC(=O)c2sc3nc(N4CCOCC4)c4c(c3c2N)CCCC4)cc1	-3	18*	95	0.5	-6	93*	-2	0.8	10	-3
CC(C)(C)N1C(=O)c2ccc(C(=O)NCc3ccco3)cc2C1=O	5	1	96	1.2	-2	-2	-6	0.0	1	-4
COc1ccc(-c2csc(C(C)(O)c3cccc(F)c3)n2)cn1 (stereo not given)	-15	3	97	4.8	-13	-1	-4	0.0	0	-11
CCn1cc(S(=O)(=O)Nc2cccnc2)cn1	-1	7	91	0.1	-3	-2	14	-0.3	2	-6
O=C(Cn1cc(C(=O)COc2ccccc2)c2ccccc21)NCc1ccco1	-7	-4	120	1.3	2	-1	-4	-0.1	0	.
